From PubChem BioAssay
TRPC4 inh: inhibitors of mouse TRPC4 channel; Q9QUQ5; HEK293 TRPC4beta/mu-opioid, DAMGO-evoked Fluo4 calcium flux; active compounds read low; B-score at 10 µM; 300,000 tested, 0.39% active;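 active means B-score over 3 SD under the library average, no early fluorescence shift, positive overall ratio signal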
Target sequence (Q9QUQ5 whole entry, looked up): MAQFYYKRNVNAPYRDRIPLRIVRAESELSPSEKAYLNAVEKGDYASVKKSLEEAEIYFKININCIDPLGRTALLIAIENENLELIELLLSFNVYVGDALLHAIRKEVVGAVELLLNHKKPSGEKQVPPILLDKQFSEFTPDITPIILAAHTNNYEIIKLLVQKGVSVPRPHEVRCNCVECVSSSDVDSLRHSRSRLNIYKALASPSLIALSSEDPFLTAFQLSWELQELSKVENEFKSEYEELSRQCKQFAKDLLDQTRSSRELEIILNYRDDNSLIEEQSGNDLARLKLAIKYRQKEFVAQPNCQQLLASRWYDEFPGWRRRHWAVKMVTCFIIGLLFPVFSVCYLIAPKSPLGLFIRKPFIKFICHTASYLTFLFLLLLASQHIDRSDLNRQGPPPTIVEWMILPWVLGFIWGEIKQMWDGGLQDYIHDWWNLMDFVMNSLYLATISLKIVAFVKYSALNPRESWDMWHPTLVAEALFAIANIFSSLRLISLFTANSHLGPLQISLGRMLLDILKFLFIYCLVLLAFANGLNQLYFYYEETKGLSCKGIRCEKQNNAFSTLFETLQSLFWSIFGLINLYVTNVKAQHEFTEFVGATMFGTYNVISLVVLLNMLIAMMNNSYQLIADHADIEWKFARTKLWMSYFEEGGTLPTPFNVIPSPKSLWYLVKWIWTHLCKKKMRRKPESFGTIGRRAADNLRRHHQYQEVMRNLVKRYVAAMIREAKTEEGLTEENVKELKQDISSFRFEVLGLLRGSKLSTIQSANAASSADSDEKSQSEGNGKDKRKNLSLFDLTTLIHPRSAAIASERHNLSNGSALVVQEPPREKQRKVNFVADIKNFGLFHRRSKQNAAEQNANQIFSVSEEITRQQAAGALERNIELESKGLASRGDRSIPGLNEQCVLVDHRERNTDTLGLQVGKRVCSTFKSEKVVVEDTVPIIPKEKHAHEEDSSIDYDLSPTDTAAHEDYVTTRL
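Signal: kinetic Fluo4 fluorescence imaging of calcium influx. Material: stable TRPC4beta/mu-opioid receptor HEK293 cells. Probe or stimulus: DAMGO in two steps, submaximal then maximal.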
MrgX1 antagonist: human MrgX1 receptor antagonism, primary screen. Q96LB2. 310,000 tested, 1.3% active. B-score at 10 µM. MRGX1-HEK293 calcium flux, Fluo-4, BAM8-22 antagonism; active compounds read low;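 active means calcium-response B-score plate-corrected more than 3 library SD below zero, starting fluorescence within 5 deviations, no agonist response on first addition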;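 further: peak minus trough fluorescence over baseline after final BAM8-22 challenge near maximal dose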
IEC-6 tox: counter-screen for KLF5 inhibitors: cytotoxicity in IEC-6 cells | IEC-6 cytotoxicity, luminescence viability | inhibition, % at 5 µM | 290,000 tested, 0.78% active; in the data active means inhibition above about 22%;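 further: 0% = plate median of test compound wells and 100% = cytotoxic reference compound wells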
TRPC4 act: opens the mouse TRPC4 cation channel. Q9QUQ5. HEK293 TRPC4beta/mu-opioid, Fluo4 calcium fluorescence; active compounds read high. B-score at 10 µM. 310,000 tested, 0.49% active. AID 2237;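 active means B-score above 5 SD of library B-scores, and initial fluorescence ratio not above library mean plus 5 SD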;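 further: positive B-score marks a calcium rise read as TRPC4 activation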
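System: HEK293 cells stably co-expressing mouse TRPC4beta and mu-opioid receptor; Schedule: Fluo4 dye loading 45 min at room temperature, 110 s recording; Detection: Fluo4 fluorescence, kinetic; Evaluation: B-scored integrated calcium fluorescence ratio; Controls: buffer (low) and maximal DAMGO (high).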
aSyn 5UTR inh: 5' untranslated region of α-synuclein, MLPCN primary screen | 300,000 tested, 0.82% active | inhibition, % (tested at 7.5 µM) | alpha-synuclein 5'UTR reporter, inhibitor activity; in the data active means inhibition above about 60%; inconclusive means no clear call, values can overlap the other calls;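 further: H4 neuroglioblastoma cells stably carrying SNCA 5'UTR luciferase fusion; 0% = DMSO wells and 100% = positive control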
TRPC4 PAM: allosterically enhances the mouse TRPC4 cation channel; Q9QUQ5; HEK293 TRPC4beta/mu-opioid, DAMGO EC20, Fluo-4 Ca2+ flux; active compounds read high; B-score at 10 µM; 310,000 tested, 0.42% active;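 active means B-score of calcium response area above 5 SD of library B-scores, with initial fluorescence ratio within 5 SD of library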;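 further: B-score of integrated fluorescence ratio over time as area under calcium response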
SKKanGAS inh: blocks kanamycin growth of S. pyogenes SKKanGAS strain | BacTiter-Glo, 6 h | inhibition, % at 7.5 µM | 300,000 tested, 1.3% active | AID 1662;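 active means mean replicate score, as percent of positive control median, at least 50; inconclusive means mean below 50 but one replicate at or above 50; inactive means mean and every replicate below 50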;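 further: strain carries kanamycin resistance gene driven by streptokinase promoter and grows in 40 µg/ml kanamycin; loss of luminescence reflects streptokinase promoter inhibition or plain growth inhibition; 0% = median of DMSO wells and 100% = positive control at its reference dose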
HIF activator: HIF pathway transcriptional activation; U2OS HRE-luciferase reporter, luminescence; normalized: DMSO 0%, desferrioxamine 100%; activation, % at 7.5 µM (by protocol); 300,000 tested, 0.32% active;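 active means mean activation of at least 10% of the iron chelator positive control signal, with at least half of replicates also reaching 10%; inconclusive means mean and replicate majority disagree about reaching 10%; inactive means mean and most replicates under 10%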
KLF5 inhibitor: kruppel-like factor 5 inhibition | DLD-1 KLF5 promoter-luciferase reporter, luminescence | inhibition, % at 5 µM | 290,000 tested, 0.23% active;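 active means inhibition above a per-plate limit of that plate's mean compound inhibition plus 3 SD, cut at about 60% in these data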;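 further: 0% = DMSO wells and 100% = LY294002 at 200 µM; higher means less KLF5 promoter-driven luciferase light; inactives centre near -14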
TRPC6 inh: inhibitors of mouse TRPC6 channel. Q61143. HEK293-TRPC6, membrane potential dye, ACh-evoked depolarization; active compounds read low. B-score at 10 µM. 310,000 tested, 1.1% active. AID 2553;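 active means B-score under library mean minus 3 SD, initial fluorescence not abnormally high, positive integrated signal ratio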;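 further: B-score derived from integrated fluorescence ratio over the kinetic read; more negative B-score means stronger inhibition of depolarization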
TRPC6 act: activates the mouse TRPC6 cation channel | Q61143 | HEK293-TRPC6 membrane potential dye fluorescence; active compounds read high | B-score at 10 µM | 310,000 tested, 0.13% active | AID 2550;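 active means B-score of the integrated fluorescence ratio above library mean plus 3 SD, and starting fluorescence ratio within library mean plus 5 SD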;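 further: higher score means more depolarization so channel activation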
Numbers without * were called inactive; i = inactive; ? = inconclusive; . = not tested or not shown.

SMILES	TRPC4 inh	MrgX1 antagonist	IEC-6 tox	TRPC4 act	aSyn 5UTR inh	TRPC4 PAM	SKKanGAS inh	HIF activator	KLF5 inhibitor	TRPC6 inh	TRPC6 act
Cc1ccc(NC(=O)C(Cc2ccccc2)n2cccc2)cc1 (stereo unspecified)	i	i	-3	i	-8	i	5	0.0	-14	i	i
O=C(c1cc(Cl)c(=O)n(Cc2ccc(Cl)cc2)c1)N1CCOCC1	i	i	-9	i	0	i	-3	-0.3	-20	i	i
CC(C)CN1CCN(Cc2cccc3ncccc23)CC1CCO (stereo unspecified)	i	i	0	i	9	i	8	0.7	-30	i	i
CCCSc1ncnc2sc(C)c(C)c12	i	i	5	i	-14	i	4	-0.7	-20	i	i
NNC(=O)c1sccc1OCc1ccc(Cl)cc1Cl	i	i	-5	i	3	i	35	0.4	-29	i	i
COc1cc(C(c2c(C)[nH][nH]c2=O)c2c(C)[nH][nH]c2=O)ccc1OS(=O)(=O)c1ccc(C)cc1	i	i	5	i	-7	i	-9	0.2	-5	i	i
Cc1cc(C)c([N+](=O)[O-])cc1NCC(=O)N1CCN(c2ccccc2)CC1	i	i	-1	i	-2	i	-1	0.1	11	i	i
COc1cccc(/C=N/NC(=O)N/N=C/c2cccc(OC)c2O)c1O	i	i	-6	i	?	i	3	2.9	-54	i	i
CC1(c2nnc(-c3cccc(Cl)c3)o2)CC(c2ccccc2F)=NO1 (stereo unspecified)	i	i	.	i	-48	i	0	1.7	.	i	i
COc1ccc(S(=O)(=O)N(C)CC(=O)NC2CCCC2)cc1Cl	i	i	-3	i	14	i	-4	-0.1	-32	i	i
O=C(Nc1nnc(C2CC2)s1)c1ccco1	i	i	0	i	-74	i	-3	0.9	-94	i	i
CC(Oc1ccc(F)cc1)c1ccnc2nc(/N=C/N(C)C)nn12 (stereo unspecified)	i	i	-7	i	13	i	-1	-0.8	-30	i	i
CC(=O)c1cc(C(=O)Nc2ccc(C(=O)O)cc2)oc1C	i	i	-2	i	-7	i	1	-0.4	12	i	i
CCOc1cc(C2c3c(n[nH]c3C)C(=O)N2c2ccc(C)cc2)ccc1O (stereo unspecified)	i	i	1	i	-51	i	3	0.1	-43	i	i
Cc1cc(C)c2[nH]c(=O)c(C(c3nnnn3Cc3ccc4c(c3)OCO4)N3CCC(C)CC3)cc2c1 (stereo unspecified)	i	i	3	i	5	i	6	0.6	-44	i	i
O=C(CCCSc1nc2ccccc2[nH]1)Nc1ccccc1	i	i	5	i	-9	i	-5	0.2	-20	i	i
COc1ccc(-n2nc(C(=O)NCC(=O)N3CCN(c4ccccn4)CC3)c3ccccc3c2=O)cc1Cl	i	i	1	i	-11	i	11	1.2	2	i	i
O=C(NC1=NCCS1)c1ccc(OCC2CCCO2)cc1 (stereo unspecified)	i	i	3	i	-77	i	-1	2.8	-74	i	i
CCCn1c(O)c(C=Nc2ccccc2)sc1=S	i	i	0	i	-86	i	-3	1.1	-38	i	i
Cc1cc2nc(CCN3CCOCC3)n(S(=O)(=O)c3ccc(C(C)(C)C)cc3)c2cc1C	i	i	8	i	-14	i	15	0.6	-11	i	i
COCCNC(=O)[C@H]1N2C(=O)c3ccccc3C2SC1(C)C (stereo partly specified)	i	i	-5	i	6	i	-3	-36	-1	i	i
CCOC(=O)[C@@H]1[C@H]2COc3ccc(Br)cc3[C@@H]2N2C(=O)N(c3ccc(OC)cc3)C(=O)[C@]12C	i	i	-1	i	15	i	0	0.8	-25	i	i
CN1CCN(P(=O)(c2ccccc2)c2nc3ccccc3s2)CC1 (stereo unspecified)	i	i	1	i	15	i	-4	0.2	-34	i	i
COc1ccc(C(=O)N/C(=C\c2ccccc2)C(=O)Nc2ccccc2C(=O)O)cc1	i	i	.	i	-4	i	-1	-1.0	.	i	i
O=C(Nc1cccc(S(=O)(=O)N2CCCC2)c1)c1ccccc1OC(F)F	i	i	-3	i	10	i	-3	0.0	-19	i	i
CCN(CC)S(=O)(=O)c1ccc(N2CCOCC2)c(NC(=O)c2ccc(OC)c([N+](=O)[O-])c2)c1	i	i	2	i	-8	i	-2	-0.2	-19	i	i
Cc1ccc(NS(=O)(=O)c2ccc(C(=O)NCCCN3CCOCC3)cc2)cc1	i	i	.	i	-2	i	-3	0.4	.	i	i
CCCCn1ccnc1C(=O)c1cccc(S(=O)(=O)N2CC(C)CC(C)C2)c1 (stereo unspecified)	i	i	-2	i	32	i	8	-0.5	-11	i	i
CC1(C)CC(NC(=O)C2CCCCC2)CC(C)(C)N1	i	i	2	i	-10	i	1	-0.2	-57	i	i
Cc1c(N=C2Nc3cccc4cccc2c34)c(=O)n(-c2ccccc2)n1C	i	i	12	i	-4	i	-11	0.0	-11	i	i
C/C(=N\NC(=O)c1nn(C)c(C)c1Br)c1cccc(NC(=O)c2ccc(F)cc2)c1	i	i	8	i	-18	i	-10	0.8	-133	i	i
COc1cc(OC)c(OC)cc1CN(C)CC1CCCN(CCc2ccccc2F)C1 (stereo unspecified)	i	i	5	i	-1	i	-5	-0.1	-31	i	i
COc1ccc(Cl)cc1S(=O)(=O)N1CCC(C(=O)NCC2CCCO2)CC1 (stereo unspecified)	i	i	-6	i	-5	i	-9	-0.3	-13	i	i
CC(C)CCNC(=O)c1onc(CSc2ccc(F)c(F)c2)c1C(=O)NCCC(C)C	i	i	.	i	14	i	39	-0.4	.	i	i
O=C(Nc1ccc2c(c1)OCCO2)C1CC(O)CN1C(=O)Nc1ccccc1 (stereo unspecified)	i	i	-8	i	11	i	-1	0.7	-16	i	i
COc1ccc(CSc2nnc(C)s2)cc1F	i	i	-4	i	-127	i	1	2.4	-84	i	i
Fc1ccc(N2CCN(C(c3cccs3)c3nnnn3C3CCCC3)CC2)cc1 (stereo unspecified)	i	i	-4	i	-12	i	5	.	-7	i	i
Cc1ccc(-c2nc3ccccc3c(=O)n2CCN2CCOCC2)cc1	i	i	6	i	6	i	9	0.2	-5	i	i
CCCCNC(=O)CNC(=O)c1nn(-c2ccc(OC)c(Cl)c2)c(=O)c2ccccc12	i	i	-1	i	8	i	-1	-9.4	-36	i	i
COc1ccc(CCNC(=O)C/C(C)=N/NC(=O)c2cnccn2)cc1	i	i	-6	i	-7	i	1	1.6	-29	i	i
O=C(NNC(=O)c1ccc[nH]1)c1cc(Cl)cc(Cl)c1	i	i	-7	i	0	i	38	-0.4	-18	i	i
CCC(C)(C)NC(=O)C(c1ccc(O)cc1)N(CCOC)C(=O)CCC(=O)Nc1nccs1 (stereo unspecified)	i	i	0	i	-3	i	-2	0.5	-10	i	i
O=C(CNS(=O)(=O)c1ccccc1)Nc1cccc([N+](=O)[O-])c1	i	i	-5	i	-21	i	10	1.0	-20	i	i
COc1ccc(-c2c[n+]3c(n2-c2c(C)n(C)n(-c4ccccc4)c2=O)CCCCC3)cc1	i	i	5	i	0	i	-3	0.4	-18	i	i
COc1ccc(Sc2nc3ccccc3n3c(C(F)(F)F)nnc23)cc1	i	i	-1	i	12	i	14	-0.1	-13	i	i
Cc1ccc(C(C)NC(=O)c2cc(C)oc2C)cc1 (stereo unspecified)	i	i	-2	i	12	i	1	-0.4	-4	i	i
COc1ccc(C(=O)CSc2nc3ncccc3[nH]2)cc1OC	i	i	10	i	-6	i	-6	0.6	1	i	i
CCOc1nc(Nc2ccc(OC)c(Cl)c2)nc(N2CCN(c3ccc(OC)cc3)CC2)n1	i	i	4	i	24	i	30	-0.2	2	i	i
CCOC(=O)c1cc(CC)sc1NC(=O)CC1Sc2ccc(C(F)(F)F)cc2NC1=O (stereo unspecified)	i	i	-1	i	3	i	6	0.0	-41	i	i
COC(=O)c1cc2c(ccn2-c2ccc(F)cc2)n1CC(C)C	i	i	-7	i	11	i	8	1.6	0	i	i
O=C(Cc1ccccc1)N/N=C/c1ccc(S(=O)(=O)O)o1	i	i	-8	i	-11	i	-5	0.1	-23	i	i
CCOc1ccccc1N(CC)C(=O)c1ccc2c(=O)n3c(nc2c1)CCCCC3	i	i	0	i	27	i	1	-0.7	-29	i	i
Cc1nc2cc(-c3cccc(F)c3)nn2c(C)c1CCC(=O)N1CCN(c2ccccn2)CC1	i	i	.	i	46	i	3	-1.4	.	i	i
C=CCOc1ccc(CNn2nnnc2N)cc1	i	i	-1	i	-21	i	-3	0.4	-25	i	i
Cc1ccc(C(=O)NCC(=O)N2CCN(S(=O)(=O)c3cccs3)CC2)s1	i	i	1	i	20	i	-2	1.1	-27	i	i
O=C(c1ccc2c(c1)OCCO2)N1CCN(c2ncc(C(F)(F)F)cc2Cl)CC1	i	i	.	49*	3	i	12	0.1	.	i	i
OCCC1CN(Cc2ccc3c(c2)CCO3)CCN1Cc1ccc(F)cc1 (stereo unspecified)	i	i	-1	i	2	i	0	0.0	-33	i	i
CCSc1nnc([C@H](Cc2ccccc2)NC(=O)OC(C)(C)C)o1	i	i	-3	i	-8	i	0	0.1	-2	i	i
Nc1ccc(Sc2nc3ccccc3[nH]2)cc1	i	i	5	i	17	i	5	-1.3	-28	i	i

Full records, looked up by structure.
`CCSc1nnc([C@H](Cc2ccccc2)NC(=O)OC(C)(C)C)o1` in the list: TRPC4 inh = i; MrgX1 antagonist = i; IEC-6 tox = -3; TRPC4 act = i; aSyn 5UTR inh = -8; TRPC4 PAM = i; SKKanGAS inh = 0; HIF activator = 0.1; KLF5 inhibitor = -2; TRPC6 inh = i; TRPC6 act = i
`OCCC1CN(Cc2ccc3c(c2)CCO3)CCN1Cc1ccc(F)cc1` (stereo unspecified) in the list: TRPC4 inh = i; MrgX1 antagonist = i; IEC-6 tox = -1; TRPC4 act = i; aSyn 5UTR inh = 2; TRPC4 PAM = i; SKKanGAS inh = 0; HIF activator = 0.0; KLF5 inhibitor = -33; TRPC6 inh = i; TRPC6 act = i
`COc1cccc(/C=N/NC(=O)N/N=C/c2cccc(OC)c2O)c1O` in the list: TRPC4 inh = i; MrgX1 antagonist = i; IEC-6 tox = -6; TRPC4 act = i; aSyn 5UTR inh = ?; TRPC4 PAM = i; SKKanGAS inh = 3; HIF activator = 2.9; KLF5 inhibitor = -54; TRPC6 inh = i; TRPC6 act = i
